# Pemphigus Ab inh: inhibitors of pemphigus antibody binding to DSG3, primary screen, biochemical, bead-based, flow cytometry, scFv-GFP; Desmoglein-3 (Homo sapiens), P32926; DSG3-coupled beads, scFv-anti-DSG3-GFP binding; hits give low values; binding (percent of control), % at 10 µM; 310,000 tested, 0.48% active; AID 588358, 2011;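 active means binding more than 3 SD below its plate's average and above zero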;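 further: hits lower antibody fragment binding to DSG3; some compounds called inactive have numbers as strong as hits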
# PKA-R1A activ: activators of PKA-R1A holoenzyme, primary screen, biochemical, fluorescence polarization, Cy5-IP20, bovine R1A, mouse PKAc | cAMP-dependent protein kinase type I-alpha regulatory subunit (Bos taurus) + … | PKA-R1A dissociation; scaled: DMSO 0%, 113 µM cGMP 100% | activation, % at 11.4 µM | 340,000 tested, 0.083% active;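 active means percent activation above the mean of all tested compounds plus 3 SD, cut at about 19% in these data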;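 further: higher means more PKAc released from R1A so a rise in polarization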
# HTR5A inv ctr: HTR5A inverse agonists in luminescence cell assay, primary screen, counter-screen for OPRM1-OPRD1 heterodimer inverse agonist project, full-deck HTS; 5-hydroxytryptamine receptor 5A (Homo sapiens), P47898; HTR5A cell line, inverse agonism; inhibition, % at 9.3 µM; 340,000 tested, 0.083% active; AID 504634, 2011; in the data active means inhibition mostly above about 23%, no sharp cut-off; inactive means mostly below about 18%;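 further: 0% = cells with DMSO and 100% = no-cell wells with DMSO; some compounds called inactive have numbers as strong as hits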
# MOR-DOR inv ag: inverse agonists of MOR-DOR heterodimerization, primary screen, cell-based, luminescence | Mu-type opioid receptor (Homo sapiens) + Delta-type opioid receptor (Homo sapiens), … | cell-based MOR-DOR heterodimer luminescence, inverse agonism | inhibition, % at 9.3 µM | 340,000 tested, 0.21% active | AID 504357, 2011; in the data active means inhibition above about 22%, passing the limit was not always enough;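 further: 0% = cells with DMSO and 100% = wells without cells with DMSO; values of inactives mirror those of a sister screen read the other way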
# Target sequence (P35372 whole entry, looked up): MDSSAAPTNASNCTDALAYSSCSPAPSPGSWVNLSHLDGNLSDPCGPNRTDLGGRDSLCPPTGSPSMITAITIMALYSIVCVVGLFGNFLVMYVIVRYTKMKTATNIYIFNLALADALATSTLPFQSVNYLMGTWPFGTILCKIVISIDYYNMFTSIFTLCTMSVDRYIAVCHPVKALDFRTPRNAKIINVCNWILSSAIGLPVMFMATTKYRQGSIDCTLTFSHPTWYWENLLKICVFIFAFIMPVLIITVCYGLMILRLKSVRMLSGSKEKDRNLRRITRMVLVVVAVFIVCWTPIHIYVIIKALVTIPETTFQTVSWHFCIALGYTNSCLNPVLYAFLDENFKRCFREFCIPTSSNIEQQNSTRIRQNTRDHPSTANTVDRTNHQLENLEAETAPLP
# Target sequence (P41143 whole entry, looked up): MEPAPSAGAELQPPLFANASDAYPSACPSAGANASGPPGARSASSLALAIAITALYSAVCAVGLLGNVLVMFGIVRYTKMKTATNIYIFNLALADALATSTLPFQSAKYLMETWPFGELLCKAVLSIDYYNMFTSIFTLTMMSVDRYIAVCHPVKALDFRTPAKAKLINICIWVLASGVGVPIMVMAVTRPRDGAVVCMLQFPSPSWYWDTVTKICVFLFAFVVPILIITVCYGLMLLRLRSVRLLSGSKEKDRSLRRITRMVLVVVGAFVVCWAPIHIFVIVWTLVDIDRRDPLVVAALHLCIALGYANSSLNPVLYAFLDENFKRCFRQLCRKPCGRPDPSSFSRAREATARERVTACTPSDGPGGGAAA
# phage Ecoli inh: growth loss of phage-infected E. coli, primary screen, RecBCD inhibitor project, absorbance, with phage, HTS; inhibition, % at 11.9 µM; 360,000 tested, 0.26% active; AID 651602, 2012; in the data active means inhibition above about 11%
# PfHsp90 set2: growth inhibition of PfHsp90-expressing yeast, primary screen, antimalarial PfHsp90 inhibitor project, S. cerevisiae, BacTiter-Glo luminescence, single point, set 2; BacTiter-Glo ATP, 48 h; yeast lacking PDR1 and PDR3 efflux regulators; inhibition, % at 9.4 µM; 310,000 tested, 0.32% active; AID 504621, 2011;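 active means every replicate shows inhibition above about 80%, whatever the replicate mean, limit read from the data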;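 further: 0% = DMSO neutral controls and 100% = 20 µM radicicol positive controls; yeast relying on Plasmodium falciparum Hsp90 in place of its own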
# HTR5A ag ctr: HTR5A agonists in luminescence cell assay, primary screen, counter-screen for OPRM1-OPRD1 heterodimer agonist project, full-deck HTS; 340,000 tested, 0.61% active; cell-based; 5-hydroxytryptamine receptor 5A (Homo sapiens), P47898; activation, % at 9.3 µM; in the data active means activation mostly above about 9.5%, no sharp cut-off; inactive means mostly below about 7.6%;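 further: 0% = cells with vehicle only and 100% = reference agonist; strong numbers were not always called active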
# AddAB inh: growth inhibition of E. coli expressing H. pylori AddAB, primary screen, AddAB inhibitor project, absorbance; AID 435030, 2010; 330,000 tested, 0.29% active; inhibition, % at 11.9 µM; in the data active means inhibition above about 12%;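 further: 0% = vehicle wells of infected cells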
# MOR-DOR ag: agonists of OPRM1-OPRD1 heterodimerization, primary screen, cell-based, luminescence; activation, % at 9.3 µM; 340,000 tested, 0.3% active; AID 504326, 2011; cells; Mu-type opioid receptor (Homo sapiens) + Delta-type opioid receptor (Homo sapiens), …; in the data active means activation above about 18%;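 further: 0% = vehicle-treated cells and 100% = reference agonist; values of inactives mirror those of a sister screen read the other way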
# SUMO Mot1 rescue: yeast Mot1-301 growth rescue at high temperature, primary screen, SUMOylation pathway inhibitor project, S. cerevisiae, ATP luminescence, 38.5C; S. cerevisiae Mot1-301 growth rescue; percent above DMSO median, 100 means doubled; growth rescue, % at 18.8 µM; 320,000 tested, 1% active; AID 2716, 2010;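 active means every valid replicate shows activation above 250% relative to neutral control wells; inactive means the rest, any valid replicate at or below 250%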;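 further: OY570 slx delta 5 strain wells were the positive control but not used for scaling; some compounds called inactive have numbers as strong as hits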
# E coli growth: E. coli V3065 growth inhibition, primary screen, counter-screen for AddAB inhibitor project, absorbance, OD600. inhibition, % at 11.9 µM. 330,000 tested, 0.27% active. 18 h;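 active means inhibition above the campaign's mean inhibition across all tested compounds plus 3 SD, cut at about 9.9% in these data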;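 further: uninfected addAB+ strain grown without phage in ampicillin broth; 0% = DMSO wells and 100% = ciprofloxacin 0.95 µg/ml wells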
# Numbers without * were called inactive; . = not tested or not shown. Outcome played no part in choosing rows (roughly 3.2% active in at least one column).
Molecule	PfHsp90 set2	MOR-DOR inv ag	E coli growth	PKA-R1A activ	SUMO Mot1 rescue	AddAB inh	phage Ecoli inh	MOR-DOR ag	HTR5A ag ctr	HTR5A inv ctr	Pemphigus Ab inh
COc1ccccc1/C=N/NC(=O)CSc1ccc2ccccc2n1	3	11	1.9	-20	3	0.5	-0.1	-2.1	-2	6	90
O=C(COc1ccc2c3c(c(=O)oc2c1)CCCC3)NCCCN1CCOCC1	1	4	1.7	-3	8	0.5	-0.2	-0.7	6	-10	103
COCc1cc(N2CCN(c3ccccc3F)CC2)nc(-c2ccccc2)n1	16	-6	-0.5	-5	31	2.5	2.4	1.2	0	-9	99
CC1(C2CC2)NC(=O)N(CC(=O)Nc2ccccc2C#N)C1=O (centres undefined)	.	13	.	-4	.	.	1.9	-2.5	2	-5	93
CCC(C)N(C)C1CCN(C(=S)Nc2cccc(OC)c2)CC1 (centres undefined)	23	-7	-1.8	1	3	-1.1	2.3	1.4	2	-6	95
O=C(Nc1cccc(C(=O)N2CCCC2)c1)c1ccccc1Cl	-2	-2	4.3	7	-1	-0.2	4.8	0.4	3	16	107
CSc1nc2nc3c(cn2n1)C(=O)CC(c1ccccc1)C3 (centres undefined)	20	11	1.9	-8	-16	2.5	2.7	-2.2	1	-22	98
O=C(NNC(=O)c1cc(-c2ccccc2)nn1-c1ccccc1)c1ccccc1	9	11	-1.5	-4	-16	-1.9	0.8	-2.1	-1	3	97
O=C(O)CC1(c2ccc(F)cc2)C2CC3CC(C2)CC1C3 (centres undefined)	-1	9	-1.7	-3	181	-1.1	-1.2	-1.7	-1	3	92
C/C=C/C1=CC(=O)C[C@H](c2ccc(OC)c(OC)c2)C1	-2	8	2.0	-10	-1	-1.3	-0.2	-1.4	1	1	101

# Compound profiles, as listed above.
# O=C(O)CC1(c2ccc(F)cc2)C2CC3CC(C2)CC1C3 (centres undefined) in the list: PfHsp90 set2: -1; MOR-DOR inv ag: 9; E coli growth: -1.7; PKA-R1A activ: -3; SUMO Mot1 rescue: 181; AddAB inh: -1.1; phage Ecoli inh: -1.2; MOR-DOR ag: -1.7; HTR5A ag ctr: -1; HTR5A inv ctr: 3; Pemphigus Ab inh: 92
# C/C=C/C1=CC(=O)C[C@H](c2ccc(OC)c(OC)c2)C1 in the list: PfHsp90 set2: -2; MOR-DOR inv ag: 8; E coli growth: 2.0; PKA-R1A activ: -10; SUMO Mot1 rescue: -1; AddAB inh: -1.3; phage Ecoli inh: -0.2; MOR-DOR ag: -1.4; HTR5A ag ctr: 1; HTR5A inv ctr: 1; Pemphigus Ab inh: 101
# CSc1nc2nc3c(cn2n1)C(=O)CC(c1ccccc1)C3 (centres undefined) in the list: PfHsp90 set2: 20; MOR-DOR inv ag: 11; E coli growth: 1.9; PKA-R1A activ: -8; SUMO Mot1 rescue: -16; AddAB inh: 2.5; phage Ecoli inh: 2.7; MOR-DOR ag: -2.2; HTR5A ag ctr: 1; HTR5A inv ctr: -22; Pemphigus Ab inh: 98

# A draw from above in order of formula weight, falling.
Molecule	PfHsp90 set2	MOR-DOR inv ag	E coli growth	PKA-R1A activ	SUMO Mot1 rescue	AddAB inh	phage Ecoli inh	MOR-DOR ag	HTR5A ag ctr	HTR5A inv ctr	Pemphigus Ab inh
O=C(COc1ccc2c3c(c(=O)oc2c1)CCCC3)NCCCN1CCOCC1	1	4	1.7	-3	8	0.5	-0.2	-0.7	6	-10	103
O=C(NNC(=O)c1cc(-c2ccccc2)nn1-c1ccccc1)c1ccccc1	9	11	-1.5	-4	-16	-1.9	0.8	-2.1	-1	3	97
CCC(C)N(C)C1CCN(C(=S)Nc2cccc(OC)c2)CC1 (centres undefined)	23	-7	-1.8	1	3	-1.1	2.3	1.4	2	-6	95

# New compounds follow
Molecule	PfHsp90 set2	MOR-DOR inv ag	E coli growth	PKA-R1A activ	SUMO Mot1 rescue	AddAB inh	phage Ecoli inh	MOR-DOR ag	HTR5A ag ctr	HTR5A inv ctr	Pemphigus Ab inh
CCOC(=O)N1CCC(NC(=O)c2cc3c(=O)[nH]c4ccccc4c3n2C)CC1	2	9	1.2	-16	87	2.6	3.4	-1.7	0	-15	104
C=CCN1C(=O)C2(OCCCO2)c2ccccc21	-4	17	-3.8	2	49	0.5	-1.3	-3.3	1	-6	106
CC(C)(C)c1ccc(Cn2c(=O)cnc3ccccc32)cc1	-4	-57	2.1	-6	19	0.8	-0.4	10	0	1	103
COc1ccc(C(C)=O)cc1COc1cccnc1[N+](=O)[O-]	-4	1	-0.8	-3	-25	3.0	3.1	-0.3	-6	14	109
O=C(CCCN1C(=O)C(c2ccccc2)Oc2cccnc21)Nc1cccc(F)c1 (centres undefined)	3	6	-0.9	0	43	0.8	2.2	-1.2	1	-5	104
Cc1cc(Br)ccc1OCC(=O)NNC(=O)c1ccc(NC(=O)C2CC2)cc1	6	-2	-1.1	-6	-7	0.5	4.4	0.4	-3	-6	98
Cc1cccc(/N=C/c2c(O)ccc3oc4c(c23)CCCC4)n1	-5	-27	1.6	-11	41	1.6	.	4.4	3	6	97
COc1ccc(/C=C/C(=O)Oc2cccc(/C=N/NC(=O)Cc3ccc(Br)cc3)c2)cc1	-15	-7	2.2	-7	2	-0.1	2.4	1.4	4	-36	93
COC(C(=O)N/N=C(\C)c1ccc(C)cc1)c1ccccc1 (centres undefined)	2	12	.	-13	4	.	0.2	-2.4	-1	0	112
COCCCN1C(=O)N(c2ccccc2)C(=O)C1CC(=O)Nc1ccccc1 (centres undefined)	28	19	2.3	-1	181	3.2	-1.4	-4.2	-1	3	109
COc1cccc(CNc2nc3nc(C)c(Cl)c(=O)n3[nH]2)c1	0	7	-0.9	-8	10	-1.3	-0.3	-1.4	3	10	84
NC(=O)c1ccccc1NS(=O)(=O)c1cccs1	-15	2	-0.8	14	.	0.3	1.9	-0.4	-1	-25	97
Cc1cccc(-n2cnc3cc([N+](=O)[O-])ccc32)c1	-18	-1	-2.3	4	11	4.3	1.4	0.1	0	1	107
COc1ccc2nc(N/C(N)=N/S(C)(=O)=O)nc(C)c2c1	4	12	2.1	-3	0	5.3	-2.0	-2.3	-3	9	102
Cc1nc([N+](=O)[O-])c(Sc2nc3ccc([N+](=O)[O-])cc3[nH]2)n1Cc1ccccc1	4	15	-2.1	1	9	-1.5	1.9	-2.8	-2	19	87
COc1ccc(/C=C(/NC(=O)c2ccccc2)C(=O)N2CCCC2)cc1OC	15	0	2.3	-11	-6	1.6	-1.0	-0.1	2	-4	86
O=C(CC1CCCC1)Nc1cc(S(=O)(=O)N2CCOCC2)ccc1O	28	16	-3.2	-14	-23	-2.5	2.1	-4.1	5	-13	.
Cc1cn2c(nc1=O)OC1C(O)C(COC(=O)c3ccccc3)OC12 (centres undefined)	-1	5	0.4	4	-30	5.7	1.4	-0.9	-1	7	90
CC1c2cc3c(cc2CCN1C(=O)c1ccc(C(F)(F)F)cc1)OCCCO3 (centres undefined)	15	-34	-0.9	-12	14	6.7	0.4	6.6	3	6	108
NS(=O)(=O)c1ccc(CCNC(=O)Cc2c[nH]c3ccccc23)cc1	31	6	-1.1	6	12	1.8	3.9	-1.1	1	20	107
Cc1cc(C)cc(NC(=O)C(OC(=O)c2ccc(O)cc2)c2ccccc2)c1 (centres undefined)	-3	-16	-1.0	10	14	3.1	0.9	4.2	2	-2	98
COC(=O)c1ccc(CSc2nc3c(c(=O)n2-c2ccc(F)cc2)SCC3)o1	-23	2	0.1	-9	-5	-3.2	1.4	-0.3	-1	2	92
CC1(N=Cc2cc(Cl)ccc2O)COP(=O)(NC2CCCC2)OC1 (centres undefined)	-13	12	.	4	.	.	2.1	-2.7	4	-14	99
CCN1CCN(Cc2ccc(NC(=O)Nc3ccc(SC)cc3)cc2)CC1	-1	-1	0.2	-1	-3	1.6	3.3	0.2	5	-13	111
N#CCCN1CCN(S(=O)(=O)c2ccc(S(=O)(=O)N3CCOCC3)cc2)CC1	.	11	3.1	-5	-1	2.4	2.4	-2.1	-1	3	109
Cc1cc(Cl)ccc1OCCCC(=O)NNC(=O)c1ccncc1	11	8	0.5	-4	-18	0.1	1.2	-2.0	1	-2	109
COC(=O)[C@@H]1CCCN1Cc1nc(Cc2ccccc2F)no1	-12	7	-2.1	12	5	2.3	4.7	-1.1	0	1	97
COc1ccc(CN(CC2CCCO2)S(=O)(=O)c2ccc(-n3cnnn3)c(OC)c2)cc1 (centres undefined)	15	8	1.3	-24	2	0.9	4.5	-1.4	0	0	97
Cc1ccccc1CSc1nnc(C)n1N	-1	8	-0.1	-11	-19	0.8	5.3	-1.6	-1	-61	103
COc1cccc(C=NNc2nnc(NN=Cc3cccc(OC)c3OC)c3ccccc23)c1OC	10	16	.	1	.	.	2.6	-3.3	2	-7	.
CC(=O)c1ccc(N2CCN(S(=O)(=O)c3csc(C(N)=O)c3)CC2)cc1	31	19	-0.8	-2	14	3.7	-1.1	-3.6	0	-10	99
COc1ccc(NC(=O)Cn2ccc3c(OC)cccc3c2=O)cc1	7	5	0.0	0	1	0.1	1.5	-0.9	4	-11	101
CCN(CC)C(=O)C(=O)c1cn(CC(=O)NCc2ccc3c(c2)OCO3)c2ccccc12	6	-4	-1.1	5	4	1.8	-0.7	0.8	4	20	98
CC(C)(C)c1ccc(C(=O)Nn2cnnc2)cc1	-2	9	-0.3	-2	-14	0.8	-1.8	-2.0	7	-25	98
Cc1ccc(CC2CC(=O)N(CCc3ccc4c(c3)OCO4)C2=O)cc1 (centres undefined)	-8	5	1.4	3	-10	3.1	2.3	-0.9	3	-22	121
CC1CCCN(C(=O)CCNS(=O)(=O)c2ccc(Br)cc2)C1 (centres undefined)	.	-9	0.7	-5	22	-2.2	-0.8	1.4	1	-8	101
C=CCCCCCCCCC(=O)Nc1ncccn1	-6	20	3.8	-15	5	0.8	0.5	-3.8	-1	7	93
CCc1nnc(NC(=O)CSc2ccc(-c3ccc(C)cc3)nn2)s1	12	1	-0.5	-8	-14	0.8	0.9	-0.2	-2	24	103
CS(=O)(=O)N1CCCC(C(=O)N2CCOCC2)C1 (centres undefined)	.	-5	-0.9	-9	-17	3.9	1.2	0.9	3	-6	94
O=[N+]([O-])c1ccc(S(=O)(=O)Nc2ccc(-c3ccc(N4CCCC4)nn3)cc2)cc1	.	3	-0.1	-4	1	0.8	2.7	-0.5	-9	22	104
CCn1ncc(/C=N/N=C2\CCC3C4CCc5cc(O)ccc5C4CCC23C)c1C (centres undefined)	-23	-7	-0.5	-2	8	1.1	2.6	1.6	3	-2	.

# Source: PubChem BioAssay
